# Screening data from PubChem.
# E-sel inducer: E-selectin induction in HUVECs, primary screen, imaging, HUVEC, immunofluorescence imaging, single point. P16581. normalized: neutral wells 0, TNF-alpha wells 100. activation, % at 7.58 µM. hit rate 0.37% among 260,000. AID 686992, 2013;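 active = mean E-selectin-positive cell signal at least 10% of the positive control, reached in at least 60% of replicates, without over 20% cell loss; inconclusive = no rule given, readout overlaps actives, possibly toxicity-flagged; inactive = the rest, including those meeting only one limit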;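 also: in these data hits start at about 27%; measured in HUVEC primary endothelial cells; signal is the percent of cells scored E-selectin positive by PE staining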
# Target sequence (P16581 whole entry, looked up): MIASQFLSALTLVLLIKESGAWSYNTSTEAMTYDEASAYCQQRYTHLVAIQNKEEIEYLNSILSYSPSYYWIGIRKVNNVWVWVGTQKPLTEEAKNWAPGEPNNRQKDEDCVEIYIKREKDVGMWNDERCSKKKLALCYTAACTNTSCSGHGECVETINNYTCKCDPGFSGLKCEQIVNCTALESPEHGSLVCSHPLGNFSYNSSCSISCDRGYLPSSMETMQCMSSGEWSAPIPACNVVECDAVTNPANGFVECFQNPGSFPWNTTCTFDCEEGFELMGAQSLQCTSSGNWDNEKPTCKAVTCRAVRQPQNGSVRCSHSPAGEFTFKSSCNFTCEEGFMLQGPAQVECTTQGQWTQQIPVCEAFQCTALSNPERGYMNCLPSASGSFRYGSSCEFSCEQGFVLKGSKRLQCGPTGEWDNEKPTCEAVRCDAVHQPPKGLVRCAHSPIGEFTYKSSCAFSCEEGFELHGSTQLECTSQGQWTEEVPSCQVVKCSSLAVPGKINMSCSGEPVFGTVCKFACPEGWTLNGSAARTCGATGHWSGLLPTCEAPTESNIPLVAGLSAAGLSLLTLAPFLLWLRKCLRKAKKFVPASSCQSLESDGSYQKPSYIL
#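 Assay system: HUVEC primary endothelial cells. Input: 3,000 HUVEC seeded per well. Doses: one compound dose added by pin transfer. Read-out basis: % PE-positive cells. Benchmarks: TNF-alpha high, DMSO low. Detection: immunofluorescence imaging. Buffer or medium: EGM-2, gelatin.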
# Xi reactivation: activators of inactive X chromosome reactivation, primary screen, imaging, XiGFP fibroblasts, GFP high-content imaging, set 2; activation, % at 7.58 µM; XiGFP mouse fibroblasts, % GFP-positive cells imaging, 3 d; cells co-treated with 5-aza-dC sensitizer; scaled so ellipticine positive control = 100%; hit rate 0.055% among 360,000;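 active = mean normalized replicate activation at least 10% and every replicate at or above 10%; inconclusive = only one of the two criteria met; inactive = mean below 10% and not all replicates reach 10%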;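 also: 0% = median of on-plate neutral control wells and 100% = ellipticine 6 µM median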
#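 Material: SV40-immortalized XiGFP fibroblast cells, line 68-5-11 | Buffer or medium: DMEM containing 5-aza-dC | Dosing: One concentration, pinned | Times: 3 d treatment, 15 min room-temperature fixation | Controls: Ellipticine 6 µM positive control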
# CFTR F508del cor: F508del CFTR correction, initial screen, CFBE line, single point; CFBE cells, YFP halide quenching; stimulated with forskolin plus potentiator P3; % fluorescence drop versus neutral controls; activity (quench increase), % at 7.58 µM; hit rate 0.36% among 350,000;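 active = mean added fluorescence quench of at least 8% versus neutral control, with both replicates also reaching 8%; inconclusive = only one of the mean or replicate conditions met; inactive = mean below 8% and not both replicates reaching 8%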;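 also: cells transiently co-express mutant CFTR-F508del with the halide-sensitive YFP; corrector assay measuring rescue of mutant channel to the surface after 24 h compound exposure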
# DENV2 CPE rescue: inhibitors of DENV2 cytopathic effect, primary screen, cell-based, plate reader, single concentration | DENV2-infected cells, cytopathic effect rescue | CPE inhibition, % at 9.99 µM | hit rate 1.7% among 350,000 | AID 651640, 2012; in the data active = CPE inhibition above about 20%, passing the limit was not always enough; inconclusive = no clear call, values can overlap the other calls; tested in BHK-21 cells;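 also: 0% = median of neutral control wells and 100% = median of positive control wells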
# INS-1E GSIS act: GLuc luminescence reporter in INS-1E cells, primary screen for activators of glucose-dependent secretion of insulin. INS-1E GLuc reporter insulin secretion, 2-3 h. activation, % at 16.6 µM. hit rate 0.61% among 370,000. AID 743287, 2014;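 active = lowest replicate activation of at least 40%, so every replicate reaches that level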;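 also: 0% = median of neutral control wells and 100% = median of IBMX positive control wells; some compounds called inactive have numbers as strong as hits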
# CASP6 VEID inh: human caspase-6 inhibitors, primary screen, biochemical, VEID-R110 fluorescence, single point, set 2 | P55212 | purified caspase-6, Z-VEID-R110 cleavage fluorescence | inhibition, % at 12.5 µM | hit rate 0.53% among 350,000;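 active = mean inhibition across replicates at least about 35%, with every replicate also reaching that limit, limit read from the data; inconclusive = only one of the two criteria met; inactive = neither criterion met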;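 also: 0% = median of neutral control wells and 100% = no fluorescence left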
# Target sequence (P55212 24-179 limits assumed): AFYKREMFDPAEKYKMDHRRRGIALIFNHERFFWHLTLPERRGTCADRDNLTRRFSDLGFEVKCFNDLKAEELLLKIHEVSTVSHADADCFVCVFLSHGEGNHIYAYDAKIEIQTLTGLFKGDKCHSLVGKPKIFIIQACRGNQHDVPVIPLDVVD
# Target sequence (P55212 194-293 limits assumed): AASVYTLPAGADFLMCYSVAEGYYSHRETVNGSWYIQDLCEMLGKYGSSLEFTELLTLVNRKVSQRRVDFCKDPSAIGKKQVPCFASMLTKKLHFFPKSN
# RAD52 inh: RAD52 DNA annealing inhibitors, primary screen, biochemical, FRET, single point, set 2 | DNA repair protein RAD52 homolog (Homo sapiens), P43351 | recombinant RAD52 DNA annealing, FRET fluorescence | inhibition, % at 18.7 µM | hit rate 0.46% among 360,000;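 active = every replicate showing at least 50% inhibition; inconclusive = mean inhibition at least 50% but not in every replicate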
# RAD54 inh: inhibitors of human RAD54 branch migration, primary screen, biochemical, fluorescence, single point. DNA repair and recombination protein RAD54-like (Homo sapiens), Q92698. RAD54 Holliday junction branch migration, FAM/BHQ fluorescence. inhibition, % at 10.4 µM. hit rate 0.14% among 360,000;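 active = mean normalized replicate activity at least 40 and at least half of replicates scoring 40 or more; inconclusive = only one of the two criteria met; inactive = mean below 40 and under half of replicates reaching 40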;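 also: 0% = median of neutral control wells and 100% = median of positive control wells; inhibitors cause a drop in the FAM fluorescence signal; in these data hits start at about 50%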
# * hit, by the source's call; ? = inconclusive; · = not tested or not shown; & = joins results of further samples.
# Order of values – DENV2 CPE rescue	E-sel inducer	Xi reactivation	RAD52 inh	INS-1E GSIS act	RAD54 inh	CFTR F508del cor	CASP6 VEID inh
[1] Cc1nn(Cc2ccccc2Cl)c2sc(C(=O)Nc3ccccc3N3CCOCC3)cc12
→ 3	·	0.0	-11	-4	·	5.4	1
[2] Oc1ccc(Cl)cc1C1=NNC(c2cc(Br)cc3c2OCOC3)C1 (centres undefined)
→ -4	-0.3	0.1	-45	11	·	0.3	·
[3] CC(C)CNC(=O)c1ccc2c(c1)C(=O)N(Cc1ccco1)C2=O
→ -5	-0.3	0.0	-2	-1	10	2.2	2
[4] CC(=O)Nc1ccc(S(=O)(=O)NCCC(=O)Nc2ccc(C)c(F)c2)cc1
→ 5	·	0.1	-17	-8	8	-0.1	-3
[5] COCCNC(=O)Cn1c(=O)n(CCCC(=O)NCc2ccc3c(c2)OCO3)c(=O)c2sccc21
→ -1	·	0.0	5	1	-5	2.7	1
[6] COc1ccc(-c2nc3ccc(Br)cn3c2Cc2ccc(C)cc2)cc1OC
→ 0	-1.5	0.0	-19	7	8	5.5	-2
[7] COc1ccc(C(O)c2ncc(-c3cccc(F)c3)[nH]2)cc1F (centres undefined)
→ 9	-0.1	0.1	-7	-7	6	0.5	3
[8] CCC(=O)N1CCN(c2ccc(NC(=O)COc3ccccc3Cl)cc2)CC1
→ -4	·	·	-6	-12	10	-1.1	3
[9] Clc1cccc(-c2nc(NCCCN3CCOCC3)c3ccccc3n2)c1
→ -3	·	0.2	0	-3	17	-0.7	-5
[10] CCOCCn1c(CN2CCC(Cc3ccccc3)CC2)nc2c1c(=O)n(C)c(=O)n2C
→ 4	·	·	-11	-7	-4	-1.8	0
[11] CC(=O)N1CC2(C1)[C@H](c1ccc(-c3ccc(C#N)cc3)cc1)[C@@H](CO)N2CCC(F)(F)F
→ 2	1.2	0.0	-32	8	·	5.4	5
[12] O=C(O)c1ccc(Oc2ccc([N+](=O)[O-])cc2)c([N+](=O)[O-])c1
→ 1	1.0	0.2	-1	-15	-6	-1.9	-1
[13] O=c1cc(-c2ccccc2)oc2ccccc12
→ 4	·	·	5	14	10	-0.7	0
[14] Cc1ccccc1CSCC(=O)Nc1c(C)n(C)n(-c2ccccc2)c1=O
→ 8	·	0.0	-4	4	·	·	2
[15] COc1ccccc1CN1C[C@@H]2N[C@H](C1)C2c1ccc(-c2ccccc2)cc1 (some centres undefined)
→ -5	-0.1	0.1	27	-4	·	-2.4	-3
[16] COCC(=O)Nc1ccc2c(c1)[C@@H]1C[C@@H](CC(=O)NC3CCCCC3)O[C@H](CO)[C@@H]1O2
→ 2	-0.1	-0.1	-7	0	-3	-0.5	-1
[17] COc1cc(NC(=O)c2ccccc2F)c(OC)cc1NC(=O)CN1CCCCC1
→ 14	0.1	0.3	8	9	7	-1.2	0
[18] C=CC1=C2C=C(C3CC3)N(CC3CC3)C=C2C(=O)C(C)(OC(=O)c2ccco2)C1=O (centres undefined)
→ 3	0.0	-0.3	-30	11	-19	-0.1	9
[19] C[C@@H]1CN([C@@H](C)CO)C(=O)c2cccc(NC(=O)c3cnccn3)c2O[C@@H]1CN(C)C
→ ?	·	-0.5	-3	2	-8	-1.7	0
[20] C[C@@H]1CN([C@@H](C)CO)C(=O)c2cc(NS(=O)(=O)c3cccs3)ccc2O[C@@H](C)CCCCO[C@H]1CN(C)Cc1ccc2c(c1)OCO2
→ 37*	-0.1	0.1	·	-7	13	0.8	·
[21] C#CCOCCOCCOCCNc1nc(N2CCN(C(=O)[C@H](CC(N)=O)n3cc(C(N)[C@@H](C)CC)nn3)CC2)nc(N2CCN(C(=O)[C@H](CCCCN)n3cc([C@@H](N)CC(N)=O)nn3)CC2)n1 (some centres undefined)
→ -3	0.8	0.4	24	9	-25	7.7	-122
[22] CC(=O)N1N=C(c2ccc(C)cc2)OC1c1ccc(Br)cc1 (centres undefined)
→ -2	·	0.0	0	-17	·	-4.1	1
[23] CSCCC(C(=O)N(C)CC(=O)Nc1cccc(F)c1)N1C(=O)c2ccccc2C1=O (centres undefined)
→ -4	·	0.1	-7	-5	-2	-0.2	0
[24] Cc1ccc(C)c(S(=O)(=O)N2CCCC2CNC(=O)C(=O)NCc2ccccc2)c1 (centres undefined)
→ -3	·	0.6	-17	-28	6	-3.0	-2
[25] Cn1ccc(NC(=O)Nc2ccc(Cl)cc2Cl)n1
→ ?	·	0.1	-4	6	0	-3.9	0
[26] O=C(CN(C(=O)c1csnn1)c1ccc(Cl)cc1)NC1CCCC1
→ -2	·	0.3	6	20	12	-0.7	3
[27] CCc1nnc(NC(=O)C2CC(=O)N(C3CCCCC3)C2)s1 (centres undefined)
→ 5	-0.3	0.3	-11	2	0	-1.2	1
[28] COc1ccc2c(c1)c(C(=O)O)c(C)n2CCc1ccc(OC)c(OC)c1
→ -6	·	0.0	-35	6	3	1.1	-2
[29] O=C1NCCN(Cc2ccc(F)cc2)C1CC(=O)N1CC=C(c2ccccc2)CC1 (centres undefined)
→ -7	·	0.2	-44	-8	-9	2.1	4
[30] CN(C)C(=O)C[C@@H]1CC[C@H]2[C@@H](COc3ccc(NC(=O)Nc4cccc(Cl)c4)cc3C(=O)N2C)O1
→ -2	0.2	0.1	-2	-8	-3	-0.3	0
[31] CN(C)C(=O)C[C@H]1CC[C@H]2[C@H](COc3ccc(NC(=O)Nc4cccc(Cl)c4)cc3C(=O)N2C)O1
→ -3	0.2	0.3	0	-10	1	0.6	-3
[32] O=C(O)c1ccc(-c2nnc(-c3ccc([N+](=O)[O-])cc3)o2)cc1
→ 9	·	0.0	-7	-14	-14	1.4	-4
[33] O=C(CN1C(=O)NC(CCc2ccccc2)C1=O)N1CCCCCC1 (centres undefined)
→ 5	·	0.0	-6	-4	-1	2.7	0
[34] COc1ccc(OC)c(NC(=O)c2ccc(OC3CSC3)cc2)c1
→ -3	·	-0.1	-26	4	1	-0.8	0
[35] CCOC(=O)c1cccc(NC(=O)C2CCCN2S(=O)(=O)c2cccc3cccnc23)c1 (centres undefined)
→ 8	·	0.0	-18	15	-7	3.1	2
[36] O=c1c2cn(Cc3ccccc3)c3ccccc3c-2nn1Cc1ccc(F)cc1Cl
→ 5	-0.1	0.2	-8	3	2	-2.9	·
[37] COC(=O)C[C@H]1CC[C@@H]2[C@@H](COc3ccc(NC(=O)Nc4ccc(C)cc4)cc3C(=O)N2C)O1
→ -7	0.2	0.3	-7	-3	6	0.3	0
[38] Cc1onc(-c2ccccc2)c1C(=O)Nc1ccc(S(=O)(=O)NC(C)(C)C)cc1
→ 3	·	0.1	-13	-11	·	-0.1	·
[39] CCS(=O)(=O)Nc1ccc2c(c1)C(=O)N(C)C[C@H](OC)[C@@H](C)CN(Cc1ccccn1)[C@H](C)CO2
→ 6	0.1	0.0	-26	6	-2	-1.3	-1
[40] O=C(Cc1cc2ccccc2o1)NCc1ccc(F)cc1
→ 2	1.5	0.1	-11	-2	-13	-1.6	1
[41] COc1cc(OCC(=O)NC(C)C)cc2c1C(=O)O[C@@H](C)CCCC(=O)CCCCC2
→ -1	·	0.0	2	-1	-14	-1.5	0
[42] CCCCn1c(N)c(N(C)C(=O)c2cccc(-n3cnnn3)c2)c(=O)[nH]c1=O
→ 0	1.6	0.1	-12	-1	2	-2.4	0
[43] CC(C)NC(=O)N(C)C[C@H]1Oc2c(NC(=O)CCCCCC(=O)Nc3ccccc3N)cccc2C(=O)N([C@H](C)CO)C[C@@H]1C
→ -11	-15	0.0	3	18	·	-1.9	0
[44] CC1=C(C(=O)N2CCOCC2)CC(CC(=O)NCc2cccc3ccccc23)C(=O)N1CCC1=CCCCC1 (centres undefined)
→ -4	-1.2	-0.1	4	-13	-5	-1.6	-4
[45] COc1ccccc1N1CCN(C2CCCN(C(=O)CCc3cnccn3)C2)CC1 (centres undefined)
→ -1	·	0.0	-21	8	-10	-0.9	9
[46] COc1ccc(Nc2ncnc3scc(-c4ccc(OC)cc4)c23)cc1
→ 7	·	0.3	-20	9	·	6.5	-1
[47] CCCNC(=O)C[C@H]1CC[C@@H]2[C@H](COc3ccc(NC(=O)Nc4ccccc4F)cc3C(=O)N2C)O1
→ -2	0.0	0.2	7	-22	0	-1.0	2
[48] COc1cccc(S(=O)(=O)N[C@@H]2C=C[C@H](CC(=O)NC3CCC3)O[C@@H]2CO)c1
→ 13	-0.2	1.6	-2	7	2	0.7	0
[49] COc1cc(C2N(Cc3ccccc3)CCN2Cc2ccccc2)ccc1OC(C)=O
→ 5	·	0.0	-7	-21	7	2.5	-3
[50] C/C=C/c1ccc(C2[C@H]3CNC[C@@H]2N3Cc2cccc(OC)c2)cc1 (some centres undefined)
→ -1&-4	0.0&0.1	0.0&0.1	-8	1&-4	·	-1.6&2.0	·
[51] C=CCN1C(=O)c2ccc(C(=O)OCC(=O)N(CC)C3CCS(=O)(=O)C3)cc2C1=O (centres undefined)
→ 15	·	0.0	-9	·	-5	-2.2	1
[52] CC(C)OC(=O)C(=O)NNc1ccccc1
→ ·	·	0.1	-9	10	-3	3.9	-1
[53] COc1ccc(C=Nc2cccc3ncccc23)cc1
→ -3	·	0.4	-18	-15	-7	-0.4	45*
[54] COc1ccccc1NC(=O)C1CCN(S(=O)(=O)c2cccs2)CC1
→ 1	·	-0.1	10	7	6	-0.9	3
[55] CCS(=O)(=O)N1CCC2(CC1)CN(C(=O)Nc1c(C)noc1C)[C@@H](CO)c1c2c2ccc(OC)cc2n1C
→ 0	0.1	0.0	-6	12	·	-0.5	-1
[56] CN1CCCCN2[C@H](C1)[C@H](c1ccc(-c3ccc(F)cc3)cc1)[C@@H]2CO
→ ?	-0.1	0.0	35	8	5	2.5	3
[57] COc1ccccc1-c1cccc(-c2nc(C(=O)Nc3nccs3)cc3c2[C@H](CCO)N(C(=O)CC2CC2)C3)c1
→ 0	0.1	0.2	1	15	·	3.5	-1
[58] CSc1nc(N)c2c(n1)OC(N)=C(C#N)C2c1cccnc1 (centres undefined)
→ -3	·	0.1	4	1	·	-2.4	0
[59] Cc1cc([N+](=O)[O-])ccc1NCc1ccc2c(c1)OCCO2
→ -7	·	0.0	-7	-5	-2	2.4	3
[60] CCC1CCCCN1CCCNC(=O)C1CCC(CNS(=O)(=O)c2c(C)cc(C)cc2C)CC1 (centres undefined)
→ -7	·	0.0	-42	3	13	-1.0	-10
[61] CCOc1ccc(OCc2nnc(SCC(=O)NC3CCS(=O)(=O)C3)n2-c2ccc(Cl)cc2)cc1 (centres undefined)
→ 1	3.1	-0.1	-13	-2	·	0.5	6
[62] CO[C@H]1CN(C)C(=O)c2cc(NC(=O)c3ccc(F)cc3)ccc2OC[C@@H](C)N(C)C[C@@H]1C
→ -11	0.1	0.1	7	10	-1	·	1
[63] COc1cccc(-c2ccc3c(c2)O[C@H](CN(C)C(C)=O)[C@@H](C)CN([C@H](C)CO)S3(=O)=O)c1
→ 3	0.0	-1.2	-3	0	-8	-2.1	1
